# IDE act: boosts human insulin-degrading enzyme activity in HEK cells | P14735 | 340,000 compounds, 0.073% hits | FAbeta-B cleavage, fluorescence polarization; 0% vehicle, 100% cell-free pure enzyme wells | AID 493087 | activation, % at 5.96 µM;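 active means activation above the mean of all tested compounds plus 3 SD, set per screening campaign, cut at about 17% in these data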
# VIM-2 inh: inhibitors of Pseudomonas aeruginosa VIM-2 metallo-beta-lactamase; purified VIM-2, nitrocefin hydrolysis, epi-absorbance fluorescence; inhibition, % at 5.6 µM; 290,000 compounds, 0.89% hits;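 active means inhibition above the mean of all tested compounds plus 3 SD, cutoff set per screening run, cut at about 7.5% in these data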;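 further: red hydrolysis product quenches plate fluorescence so inhibitors raise well fluorescence; 0% = enzyme with DMSO and 100% = DMSO without enzyme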
# MEKK3 PB1 HTS: raises or lowers MEK5 binding to the human MEKK3 PB1 domain; Q99759; bead-based flow cytometry, Alexa488-MEK5 binding to MEKK3; actives lie on both sides; 0 = blocked by unlabeled MEK5, 100 = vehicle; binding response (% of control), % at 10 µM; 290,000 compounds, 1.4% hits; AID 1529;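 active means binding response more than 3 SD above or below the average of its plate-row segment, actives on both sides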;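 further: Alexa488 bead fluorescence after subtracting the streptavidin-only scavenger bead signal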
# FID counter: counter-screen for HCV NS3 helicase inhibitors: DNA intercalator displacement; 290,000 compounds, 0.17% hits; inhibition, % at 7.9 µM; AID 1845; DNA fluorescent intercalator displacement, fluorescence; in the data active means inhibition above about 37%;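 further: 0% = vehicle and 100% = reference compound; higher means more ethidium bromide displaced from hairpin DNA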
# pCIP destab: p/CIP protein destabilization; F442A p/CIP-EGFP cells, EGFP fluorescence, 16 h; decrease of EGFP signal, % at 10 µM; 290,000 compounds, 0.01% hits;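 active means EGFP signal decrease of at least 30% at 10 µM or well 3 SD below plate mean, unless failing retest; inactive means the rest, including hits failing retest or dose response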; further: some compounds called inactive have numbers as strong as hits; many of its hits are not listed in these tables
# HCV NS3 hel inh: HCV NS3 helicase inhibition; NS3 helicase DNA unwinding, Cy5 molecular beacon fluorescence; inhibition, % at 10.9 µM; 290,000 compounds, 0.56% hits; AID 1800;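 active means inhibition above the mean of all tested compounds plus 3 SD, set per campaign, cut at about 35% in these data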;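 further: 0% = DMSO wells and 100% = thioflavine S control wells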
#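 Compound dosing – single dose, 10.9 µM nominal final, DMSO 0.8% final · System – NS3 helicase fragment of HCV · Buffer or medium – MOPS pH 6.5, MgCl2, DTT, Tween20, BSA · Signal – Cy5 beacon fluorescence read at start and 1 h · Also added – annealed dual-labelled DNA beacon duplex, ATP-started · Schedule – 1 h at 25 °C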
# PHOSPHO1 block: PHOSPHO1 (human) inhibition | recombinant PHOSPHO1, absorbance phosphatase assay | 290,000 compounds, 1.1% hits | inhibition, % at 13.3 µM | AID 1565; in the data active means inhibition above about 60%
# Target sequence (Q8TCT1 whole entry, looked up): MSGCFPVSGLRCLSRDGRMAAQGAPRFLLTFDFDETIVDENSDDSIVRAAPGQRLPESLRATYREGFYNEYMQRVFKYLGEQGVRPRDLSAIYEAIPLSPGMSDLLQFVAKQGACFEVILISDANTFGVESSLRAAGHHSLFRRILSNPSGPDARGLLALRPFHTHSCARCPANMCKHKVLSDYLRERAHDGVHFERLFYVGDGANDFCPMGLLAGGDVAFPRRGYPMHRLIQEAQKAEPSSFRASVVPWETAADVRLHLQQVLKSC
# UBC9 SUMO inh: SUMOylation inhibition; P63279; HTRF SUMOylation assay, SAE1/SAE2 + UBC9, in vitro; inhibition, % at 35 µM; 290,000 compounds, 0.36% hits; AID 2006; in the data active means inhibition above about 50%, passing the limit was not always enough; further: strong numbers were not always called active
# Target sequence (P63279 whole entry, looked up): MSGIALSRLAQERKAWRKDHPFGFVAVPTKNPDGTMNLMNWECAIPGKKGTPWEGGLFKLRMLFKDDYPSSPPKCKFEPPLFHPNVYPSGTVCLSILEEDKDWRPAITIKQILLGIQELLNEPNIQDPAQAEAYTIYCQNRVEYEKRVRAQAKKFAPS
# IMP-1 inh: inhibitors of Pseudomonas aeruginosa IMP-1 metallo-beta-lactamase; purified IMP-1, nitrocefin hydrolysis, epi-absorbance fluorescence; inhibition, % at 5.6 µM; 290,000 compounds, 0.45% hits; AID 1556;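 active means inhibition above the mean plus 3 SD of all compounds in the same screening run, cut at about 4.5% in these data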;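 further: 0% = IMP-1 with DMSO and 100% = DMSO wells lacking enzyme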
#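 Material – recombinant IMP-1 enzyme, purified · Amount – IMP-1 0.2 nM before substrate addition · Medium – HEPES buffer pH 7.1 with ZnSO4 and Brij 35 · Timing – 25 °C, 15 min preincubation, 25 min reaction · Measured by – plate fluorescence quenching by hydrolysis product, ex 480/em 530 nm · Read-out – percent enzyme inhibition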
# Active calls of the source: *; / = not tested or not shown. Not all compounds are listed; the hit share may differ from the screen's.
SMILES,IDE act,VIM-2 inh,MEKK3 PB1 HTS,FID counter,pCIP destab,HCV NS3 hel inh,PHOSPHO1 block,UBC9 SUMO inh,IMP-1 inh
COc1ccc(C(=O)NC(=S)NNC(=O)c2cccnc2)cc1,-1,-2.7,100,-13,-1,18,-110,-17,-2.5
CC1CCCN(CCCNC(=O)c2ccc3c(c2)N(Cc2ccc(F)cc2)C(=O)c2ccccc2S3=O)C1 (stereo not given),-1,-0.8,104,21,-1,-30,-91,17,-2.3
Cc1cc(C)c(C(=O)NC2CCCc3c2cnn3-c2cccc(C)c2C)o1 (stereo not given),5,-0.7,103,-42,-15,-6,14,4,-3.3
CCc1ccc(CN(C(=O)c2cc3ccccc3oc2=O)C2CCS(=O)(=O)C2)cc1 (stereo not given),1,-0.6,104,-30,-13,6,34,12,0.7
Cc1ccc(/C=C/C(=O)N2CCC(Cc3ccccc3)CC2)cc1,5,-1.9,99,-22,0,-8,-15,-1,-3.5
Cc1ccc(-n2c(SCC(=O)NCCN3C(=O)CSC3=O)nnc2-c2ccccc2)cc1C,0,-2.6,104,-34,3,-3,8,9,-1.9
NS(=O)(=O)c1ccc(CNC(=O)c2cc(=O)[nH]c3ccccc23)cc1,-1,1.5,101,-3,-11,1,27,-5,-1.5
Cc1cc(NC(=O)Cn2ccc([N+](=O)[O-])n2)no1,3,-1.9,95,1,-4,0,30,8,-2.1
COC(=O)c1ccc(CSc2nc3cc(Cl)ccc3o2)cc1,-8,-2.8,100,-6,-7,-2,2,10,-3.5
Cn1c(=O)c2c(nc(NCC3CCCC(CN)C3)n2Cc2ccc(Cl)cc2Cl)n(C)c1=O (stereo not given),3,1.8,104,12,2,-50,23,-35,-2.9
CCc1nnc(N/N=C/c2cc(C)c(C)cc2C)n1N,2,-3.8,96,-5,-2,0,19,6,-4.3
CC(=O)NS(=O)(=O)c1ccc(NC(=O)c2ccc(-n3nc(C)cc3C)cc2)cc1,2,-3.4,105,-21,-8,10,12,4,-3.3
CCOC(=O)N1CCN(C(=O)Nc2ccccc2Cl)CC1,0,-1.6,107,-8,-1,34,6,8,-4.0
Cc1cc(N2CCN(c3cccc(C)c3C)CC2)nc(-c2ccccc2)n1,-1,-1.9,103,-5,-17,-4,21,-10,-3.4
CC(=O)c1cccc(Nc2nc(N3CCOCC3)nc(N3CCOCC3)n2)c1,2,-0.1,102,-27,0,-5,44,6,-1.2
CCCN(CCC)CCNC(=O)CS(=O)Cc1nc(-c2ccc(C)cc2)oc1C (stereo not given),3,-1.1,98,8,1,2,48,24,-3.6
c1ccc(CSc2ccc(-c3ccc4c(c3)OCO4)nn2)cc1,5,-2.1,101,-2,1,8,-16,8,-4.4
CC(=O)Nc1ccc(NC(=O)CCc2ccc(C)o2)cc1,6,-1.1,100,-1,-31,4,28,22,-1.9
COc1ccc(OC)c(-c2cc(-c3cccnc3)nc(N)c2C#N)c1,-5,-1.4,106,-9,-14,-24,32,16,-2.7
CCCNC(=O)N1CCC(C(=O)c2cccc(F)c2)CC1,4,-1.8,103,5,-3,2,-1,-1,-3.7
O=C(O)c1ccccc1C(=O)Nc1cccc([N+](=O)[O-])c1,-2,-2.6,105,3,1,6,21,8,-1.3
O=C(/C=C/c1ccc(Cl)cc1Cl)n1cccn1,2,-2.2,101,1,-9,17,12,12,-2.0
CCOC(=O)CSc1c(-c2ccc(Cl)cc2)[nH]c2ccccc12,2,-3.6,155*,3,-17,1,7,-14,-2.1
CN(C)Cc1ccc(O)c(CCc2ccccc2)n1,7,-4.1,88,6,-8,-8,-3,12,-4.6

# Only MEKK3 PB1 HTS, for some of the entries so far:
structure	MEKK3 PB1 HTS
CC(=O)Nc1ccc(NC(=O)CCc2ccc(C)o2)cc1	100
COc1ccc(OC)c(-c2cc(-c3cccnc3)nc(N)c2C#N)c1	106
CCCNC(=O)N1CCC(C(=O)c2cccc(F)c2)CC1	103
O=C(O)c1ccccc1C(=O)Nc1cccc([N+](=O)[O-])c1	105
O=C(/C=C/c1ccc(Cl)cc1Cl)n1cccn1	101
CCOC(=O)CSc1c(-c2ccc(Cl)cc2)[nH]c2ccccc12	155*
CN(C)Cc1ccc(O)c(CCc2ccccc2)n1	88

# Following part:
SMILES,IDE act,VIM-2 inh,MEKK3 PB1 HTS,FID counter,pCIP destab,HCV NS3 hel inh,PHOSPHO1 block,UBC9 SUMO inh,IMP-1 inh
COC(=O)c1ccccc1NC(=O)C1CC(=O)N(c2ccc(OC)cc2)C1 (stereo not given),4,-3.5,101,-24,7,14,-5,-7,-3.0
COc1ccc(NC(=O)c2c(C)nn(Cc3ccccc3)c2Cl)cc1S(=O)(=O)N1CCOCC1,4,-2.6,101,-40,13,-9,28,-10,-2.5
S=C(NC1CC1)N1CCN(C(=S)NC2CC2)CC1,5,3.5,101,-5,-17,0,35,5,-0.3
O=C(CCC1CCCN(c2ncccn2)C1)N1CCN(c2ccccn2)CC1 (stereo not given),2,-2.9,88,-30,1,-18,22,8,-2.2
CC(C)(C)NC(=O)c1ccc2c(c1)N(CC(=O)N1CCCCC1)C(=O)C(C)(C)O2,2,0.1,96,-33,-6,7,30,-3,0.4
Cc1ccc(OC(=O)COc2ccccc2C)cc1,5,-4.3,105,-18,-10,-1,/,-4,-1.9
COC(=O)c1c(NC(=O)CCc2ccc(C)o2)sc(C)c1C,-1,-1.8,110,-6,-1,-1,-44,8,1.3
COc1cccc(-c2nc(CS(=O)CC(=O)NC(C)CCc3ccccc3)c(C)o2)c1 (stereo not given),5,-3.4,97,-53,-3,-18,42,-2,-5.1
CC1CCCN(C(=O)Cc2cn(Cc3cccc(Cl)c3)c3ccccc23)C1 (stereo not given),6,-1.5,104,-28,-3,-4,-9,-29,0.1
C=CCN=C(NC#N)SC,3,-2.2,105,-4,0,13,21,7,-3.1
CCCC(=O)C1=C(O)C(C(=O)OC)C(C)(C)CC1=Nc1ccc(C)cc1 (stereo not given),2,-1.3,98,-30,-20,-3,17,19,-0.1
CCOCC(=O)N1CCc2ccccc21,5,-3.2,104,-2,5,3,11,-1,-0.9

# Three records drawn at random from those above:
SMILES,IDE act,VIM-2 inh,MEKK3 PB1 HTS,FID counter,pCIP destab,HCV NS3 hel inh,PHOSPHO1 block,UBC9 SUMO inh,IMP-1 inh
C=CCN=C(NC#N)SC,3,-2.2,105,-4,0,13,21,7,-3.1
O=C(CCC1CCCN(c2ncccn2)C1)N1CCN(c2ccccn2)CC1 (stereo not given),2,-2.9,88,-30,1,-18,22,8,-2.2
COc1cccc(-c2nc(CS(=O)CC(=O)NC(C)CCc3ccccc3)c(C)o2)c1 (stereo not given),5,-3.4,97,-53,-3,-18,42,-2,-5.1

# (list continues)
SMILES,IDE act,VIM-2 inh,MEKK3 PB1 HTS,FID counter,pCIP destab,HCV NS3 hel inh,PHOSPHO1 block,UBC9 SUMO inh,IMP-1 inh
CN(C(=O)C1CCC(=O)N(Cc2ccccc2F)C1)C1CCOCC1 (stereo not given),-2,0.3,102,-9,2,3,-18,14,-3.7
CC(C)CC(=O)NC(=S)Nc1nc(-c2ccccc2)cs1,1,-4.4,108,2,-3,10,6,4,3.9
CCNNC(=O)C(O)(c1cccc(C)c1)c1cccc(C)c1,1,-3.8,104,2,1,-1,2,-14,-3.5
CCn1ncc([N+](=O)[O-])c1C(=O)Nc1c(C)nn(Cc2ccc(F)cc2)c1C,1,-1.7,100,-1,2,1,40,-2,-1.8
CCOc1cc(/C=N\NC(=O)c2ccc(NC(=O)C(C)(C)C)cc2)ccc1OC(=O)c1ccc(C)cc1,5,-4.2,97,-2,-1,0,2,6,-3.6
CCOC(=O)CC(NS(=O)(=O)c1ccc(OC)c(C)c1)c1cccc([N+](=O)[O-])c1 (stereo not given),2,-0.6,87,-21,-11,0,-17,17,-0.8
Cc1cc(C)n(S(=O)(=O)c2cc(C)c(C)cc2C)n1,0,-0.4,103,-12,-7,-10,-18,0,-0.8
C/C(=N\N=C1/NC(=O)C(C)S1)c1ccc([N+](=O)[O-])cc1 (stereo not given),-1,-3.3,111,-1,15,-2,-10,18,-4.0
Cc1ccc(S(=O)(=O)N2CCCC2C(=O)NC2CCCCC2)cc1 (stereo not given),4,-1.2,105,-11,-2,-1,-23,-16,0.5
CCOC(=O)N1CCN(C(=O)c2cc3cc(Br)ccc3oc2=O)CC1,1,-0.5,104,-3,-9,0,-13,22,2.0
COCCN1C(=O)C(=O)/C(=C(/O)c2ccc(S(=O)(=O)N3CCOCC3)cc2)C1c1ccc(OC)c(OC)c1 (stereo not given),4,0.7,106,-34,-7,4,28,28,-1.5
O=C(O)/C(=C/c1ccco1)NC(=O)c1ccc(Br)o1,4,-0.2,105,-1,-1,3,19,14,0.1
Cc1ccccc1CNc1nc(N)n(-c2ccccc2)n1,3,-2.6,98,-1,2,-1,-18,14,-3.5
CCOc1ccc(NC(=O)CSc2nc3ccccc3c(=O)n2CCCC(=O)NCC2CCCO2)cc1 (stereo not given),4,0.9,96,-32,-5,-3,44,6,-0.6
Cc1cccc(NC(=O)c2ccccc2NC(=O)c2ccco2)c1,0,-0.7,108,-23,-7,-8,15,1,-0.5
Cc1cccc(-n2cnc3cc(C(=O)N4CCc5ccccc54)ccc32)c1,3,0.4,93,-29,0,13,-4,-12,-0.7
CC(C)(C)c1ccc(C(=O)NCc2nnc(SCC(=O)NCC3CCCO3)o2)cc1 (stereo not given),5,-1.9,98,-29,-3,-3,5,23,-1.4
CCN(CC)C1CCN(C(=O)c2cc(COc3ccc(F)cc3Cl)on2)C1 (stereo not given),-15,-1.3,101,7,-4,15,40,-5,-1.9
CCOC(=O)C1=C(C)N=C2SC(C)C(=O)N2C1/C=C/c1ccccc1OC (stereo not given),5,-2.9,/,-36,-10,3,-10,16,-0.5
Cc1cc(NC(=O)CSc2c[nH]c3ccccc23)no1,-1,-0.8,100,-12,-14,14,9,-5,-0.7
Cc1ccc(-n2c(C)nnc2SCC(=O)N2CCc3ccccc3C2)cc1,4,-0.6,101,-31,8,-5,0,-11,-2.1
CCOc1ccc(N=Nc2c(=O)[nH]n3c(=O)c4c([nH]c23)CCCC4)cc1,4,-6.5,103,-24,-3,21,-10,6,-4.2

# High-throughput results from PubChem BioAssay.
